Compound activity (PubChem)
HEK cytotox: cytotoxic compounds in HEK 293 cells | actives 6.6% (n = 94,000) | AID 1345083 | Potency, µM (top dose mostly 115 µM), for inactives: at the highest dose activity change, negative = cytotoxicity, usual class: inhibitors | HEK 293 viability, ATP luminescence (CellTiter-Glo), 48-72 h; also: potency is read from the fitted curve at half-maximal effect; nearly all actives have a fitted effect of over 60% in size
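HEK 293 cells seeded at 250 cells/well were exposed to compound for 48 or 72 hr at 37 degree Celsius. Viability taken as ATP content by CellTiter-Glo luminescence.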
NIH3T3 tox: kills NIH 3T3 cells; NIH 3T3 viability, CellTiter-Glo ATP luminescence, 48-72 h; Potency, µM (top dose mostly 96.7 µM), for the others: at the top dose activity change, negative = cytotoxicity, usual class: inhibitors; actives 4.3% (n = 94,000); AID 1345082; also: potency is read from the fitted curve at half-maximal effect; nearly all actives have a fitted effect of over 55% in size
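First NIH 3T3 cells are plated at 400 cells/well; next compound is pinned in; then plates incubate 48 or 72 hr at 37 °C; finally CellTiter-Glo is added and luminescence read after 10 min.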
GPT2 inh: GPT2 alanine aminotransferase inhibition | Q8TD30 | Recombinant GPT2, coupled pyruvate oxidase/HRP Amplex Red fluorescence | Potency, µM (series often up to 57.7 µM), for inactives: at the top dose activity change, negative = inhibition, hits mostly inhibitors | actives 0.25% (n = 100,000) | AID 1671188; also: potency is read from the fitted curve at half-maximal effect; nearly all actives have a fitted effect of over 60% in size; many of its hits are not listed in these tables
Target sequence (Q8TD30 whole entry, looked up): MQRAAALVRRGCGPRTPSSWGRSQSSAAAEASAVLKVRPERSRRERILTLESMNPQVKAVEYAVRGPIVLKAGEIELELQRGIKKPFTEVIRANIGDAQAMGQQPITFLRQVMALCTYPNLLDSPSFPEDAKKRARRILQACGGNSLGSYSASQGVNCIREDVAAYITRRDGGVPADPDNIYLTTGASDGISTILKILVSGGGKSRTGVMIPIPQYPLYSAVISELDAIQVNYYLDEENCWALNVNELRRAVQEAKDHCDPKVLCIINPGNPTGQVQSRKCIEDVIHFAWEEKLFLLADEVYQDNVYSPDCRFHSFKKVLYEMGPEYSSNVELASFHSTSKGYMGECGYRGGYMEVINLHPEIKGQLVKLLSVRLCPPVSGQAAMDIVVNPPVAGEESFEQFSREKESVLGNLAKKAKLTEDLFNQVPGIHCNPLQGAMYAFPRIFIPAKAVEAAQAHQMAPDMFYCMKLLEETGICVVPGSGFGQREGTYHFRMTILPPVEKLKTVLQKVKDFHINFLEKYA
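GPT2 10ng/uL, a-KG 250uM, L-Ala 2mM, HEPES pH7.5 + 0.0001% Tween; 30 min RT. Then Amplex mix (PO/HRP/ThPP), 30 min RT dark, fluorescence. AOA 50uM used as positive control.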
SNCA expr inh: reduces expression of the alpha-synuclein gene; Potency, µM (top dose mostly 57.2 µM), without a hit: at the highest dose activity change, negative = inhibition, usual class: inhibitors; actives 0.17% (n = 140,000); HEK-293 SNCA-luciferase knock-in, luminescence, 24 h;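 also: potency is read from the fitted curve at half-maximal effect; plate controls were DMSO cells for no effect and cell-free wells for full effect; nearly all actives have a fitted effect of over 45% in size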
HEK293 viab: reduces viability of HEK-293 SNCA reporter cells | HEK-293-SNCA-luc viability, GF-AFC fluorescence, 24 h | Potency, µM (series often up to 57.1 µM), for the others: at the highest dose activity change, negative = cytotoxicity, most hits filed as cytotoxic | actives 0.12% (n = 150,000) | AID 1671193;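 also: potency is read from the fitted curve at half-maximal effect; 0% = DMSO-treated cells and -100% = medium-only wells without cells; nearly all actives have a fitted effect of over 30% in size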
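Cytotoxicity counterscreen: after 24 h compound treatment of genome-edited SNCA-luciferase HEK-293 cells, live-cell protease substrate GF-AFC read by fluorescence after 30 min; activity scaled between DMSO (0%) and medium-only (-100%), curves Hill-fitted.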
FLuc inh: blocks purified firefly luciferase enzyme activity | P08659 | purified P. pyralis luciferase, luminescence, biochemical | Potency, µM (top dose mostly 115 µM), for inactives: at the top dose activity change, negative = inhibition, usual class: inhibitors | actives 2.5% (n = 76,000) | AID 1347043; also: potency is read from the fitted curve at half-maximal effect; nearly all actives have a fitted effect of over 65% in size
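Cell-free enzyme assay, 10nM P. pyralis luciferase, luciferin and ATP each at 10uM. Inhibition profiled over a 6-point titration, read as luminescence.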
IP6K1 inh: IP6K1 kinase inhibition. AID 1645851. activity change, % (series mostly up to about 58 µM). IP6K1 kinase, ADP-Glo luminescence, 2 h; hits give low values. actives 0.81% (n = 140,000); in the data active = activity change below about -25%
Target sequence (Q92551 whole entry, looked up): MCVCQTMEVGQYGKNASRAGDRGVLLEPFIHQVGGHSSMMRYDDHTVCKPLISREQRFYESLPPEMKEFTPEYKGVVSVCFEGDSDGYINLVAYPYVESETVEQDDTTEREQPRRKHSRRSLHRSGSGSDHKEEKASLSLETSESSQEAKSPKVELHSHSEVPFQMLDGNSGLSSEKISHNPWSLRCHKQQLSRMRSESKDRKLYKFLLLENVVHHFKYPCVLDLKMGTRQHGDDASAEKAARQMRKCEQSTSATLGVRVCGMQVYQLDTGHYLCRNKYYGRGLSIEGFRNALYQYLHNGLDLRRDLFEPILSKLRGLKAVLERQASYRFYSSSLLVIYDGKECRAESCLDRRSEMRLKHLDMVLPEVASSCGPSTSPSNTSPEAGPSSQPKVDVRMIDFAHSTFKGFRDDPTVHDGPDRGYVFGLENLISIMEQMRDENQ
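ADP-Glo luminescence measures ADP made by human IP6K1 during a 2 h RT reaction with ATP/IP6 (mix at 1.3 mM/130 uM); top library doses 57.5 and 19.1 uM final.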
* marks the source's active call; other numbers are inactive results; i = inactive; ? = inconclusive; · = not tested or not shown; & = joins results of further samples; [ ] = remark or other dose. Unless noted, calls follow the shape of the dose curve; as a rule, active = well fitted curve in the direction sought with a large enough effect; inconclusive = small, poorly fitted or top-dose-only effect, or another doubt; inactive = no such curve, though single readings can be large; an effect the other way counts as inactive or inconclusive. Unless noted, % is scaled to controls: 0 for no effect and ±100 for the full control effect.

Every second line gives: NIH3T3 tox, HEK293 viab, IP6K1 inh, GPT2 inh, FLuc inh, HEK cytotox, SNCA expr inh
O=c1cc(-c2ccccc2)nc(SCc2nc(-c3cccc(C(F)(F)F)c3)no2)[nH]1
 : ·, -4%, 26, ·, ·, ·, ?
COCCN1C(=O)[C@H]2CN(Cc3ccc(OC)cc3OC)C[C@H]2C1=O
 : -5%, 15%, 2, i, -4%, -2%, 11%
Cc1ccc(CN2c3ccccc3S(=O)(=O)c3ccccc32)cc1
 : ·, -16%, 3, ·, ·, ·, ?
Cc1nc(CC2CCN(C(=O)C3CCCC3)CC2)n[nH]1
 : 1%, 6%, 6, i, 0%, i, 8%
COc1ccccc1NC(=O)Nc1ccc(-c2nnc3n2CCCC3)cc1
 : -28%, 4%, 0, i, -11%, ?, 60%[activator]
COc1ccc(CCNS(=O)(=O)c2c(C)nc3sc(C)cn3c2=O)cc1OC
 : ·, 11%, -5, ·, ·, ·, 19%
O=C(CN1C(=O)NC2(CCCCC2)C1=O)NCCc1cccs1
 : 3%, -9%, 12, 4%, -6%, 15%, -8%
O=S(=O)(NCCc1csc2nc(-c3ccc(F)cc3)nn12)c1ccc2c(c1)OCCO2
 : ·, ?, -14, ·, ·, ·, -7%
COC(=O)c1ccc2c(c1)N(CC(=O)Nc1cccc(C(F)(F)F)c1)C(=O)c1ccccc1S2
 : ·, -9%, 19, ·, ·, ·, 0%
CN(C)c1cccc(C(=O)N2CCCC(n3cc(-c4nc(C5CC5)no4)nn3)C2)c1 (configuration not stated)
 : -22%, 1%, 6, 3%, -19%, ?, 45%[activator]

Following part.
Every second line gives: NIH3T3 tox, HEK293 viab, IP6K1 inh, GPT2 inh, FLuc inh, HEK cytotox, SNCA expr inh
Cn1cc(CN2CCOC[C@H](Oc3cnccn3)C2)cn1
 : 1%[230 µM], -8%[87.6 µM], 3, -18%[88.5 µM], 2%[230 µM], -3%[230 µM], -17%[87.6 µM]
CC(=O)Oc1c(-c2ccc(NC(=O)C3CC3)cc2)c(-c2ccc3c(c2)OCO3)nn1-c1cccc(C)c1
 : ?, -2%, -5, 14µM*, -1%, ?, 10%
CCNC(=O)N[C@H]1C[C@@H](Cc2cc(CN3CCCCC3)on2)C1(C)C
 : 0%[174 µM], 8%[87.6 µM], 4, 1%[88.5 µM], 1%[172 µM], 1%[172 µM], ?
COCCNC(=O)c1cc(-c2ccccc2Oc2ccccc2)cc2ncn(C)c12
 : ?, 0%[87.6 µM], -9, i, 6%[172 µM], ?, -11%[87.6 µM]
Cc1ccc(S(=O)(=O)c2cn(Cc3cccc(F)c3)c3cc(N4CCCC4)c(F)cc3c2=O)cc1
 : ·, 7%, 7, ·, ·, ·, 44%
CC1(C)CCC(C)(C)c2cc([C@@H](O)C(=O)Nc3ccc(C(=O)O)cc3F)ccc21
 : ·, -24%, 8, i, ·, ·, ·
COc1ccc(C(=O)N2CCCC2c2nn(C)c(=O)n2Cc2ccccc2)cc1F (configuration not stated)
 : 3%, -8%, -10, -15%, ·, i, -10%
COc1cccc(Cn2c(SCc3ccc(C(=O)N4CCC(C)CC4)cc3)nc3ccncc32)c1
 : ·, ?, -15, ·, ·, ·, -1%
O=C(c1cc(F)ccc1F)N1CCCN(CCc2ccccc2)c2ccccc21
 : ?, 3%, -9, -2%, -8%, ?, -7%
COc1ccc2nc(C[C@@H]3C[C@@H](C(C)C)[C@H](CNC(=O)CC(C)(C)CC(=O)O)C=C3C)[nH]c2c1
 : -22%, 14%, 34, 3%, -17%, -19%, 14%

Going on with the list.
Every second line gives: NIH3T3 tox, HEK293 viab, IP6K1 inh, GPT2 inh, FLuc inh, HEK cytotox, SNCA expr inh
COc1ccc(CCC(=O)N2CC(N(CC(C)C)C3CCN(C)CC3)C2)cc1
 : -25%, -1%, 5, i, ·, -29%, -2%
Cc1noc(C)c1S(=O)(=O)N1CC[C@@H](c2ccc3c(c2)OCO3)[C@H](O)C1
 : -27%, -1%, 4, -7%, 1%, -29%, -14%
O=S(=O)(c1cccc(Cl)c1)c1nnn2c1nc(NC1CCCC1)c1sccc12
 : ·, 4%, 2, ·, ·, ·, 16%
CCCCCN1C(C(=O)c2ccccc2)=C(NC(=O)c2ccc(C)cc2)c2ccccc2S1(=O)=O
 : ·, -6%, -8, ·, ·, ·, 1%
Cc1ccc(CN[C@@H]2CO[C@H](CNC(=O)c3ccc(F)cc3)[C@H]2O)cc1
 : -29%[138 µM], 3%[87.6 µM], 8, 0%[88.5 µM], -2%[172 µM], -25%[172 µM], -6%[87.6 µM]
COc1ccccc1OCCNC(=O)C1CCc2ncc(-c3ccc(F)cc3)n2C1 (configuration not stated)
 : -22%, 9%, 2, i, 2%, ?, -13%
COc1ccc(OCc2ccc(-c3nc(C#N)c(N4CCN(C)CC4)o3)o2)cc1
 : ·, -12%, -13, ·, ·, ·, 9%
Cc1cc(N2CCN(C)CC2)nc2ccc(NC(=O)Nc3ccccc3Cl)cc12
 : ·, -6%, -11, ·, ·, ·, 56%[activator]
CCOC(=O)CCn1nc(-c2ccc(C)cc2)c2ccccc2c1=O
 : ·, -15%, -13, ·, ·, ·, -9%
COc1ccc(-c2noc([C@@H]3CCCN3C(=O)Cc3ccccc3)n2)cc1
 : ?, -16%, 2, -8%, 3%, ?, 14%

Additional results.
Every second line gives: NIH3T3 tox, HEK293 viab, IP6K1 inh, GPT2 inh, FLuc inh, HEK cytotox, SNCA expr inh
C#CCNC(=O)c1cc(-c2ccc([S+](C)(=O)[O-])cc2)c2cccn2n1
 : ?, -11%, -2, -12%, ·, ?, 141%[activator]
O=C(Nc1ccccc1)O[C@@H]1CO[C@H]2[C@@H]1OC[C@@H]2NC(=O)c1ccc(C(F)(F)F)cc1
 : ?, -2%, -3, 2%, -1%, ?, 5%
O=C(NCC1CN(C(=O)Nc2ccccc2)CC12CCOCC2)N1CCCC1 (configuration not stated)
 : -17%, 8%, -10, 1%, ·, -5%, -7%
COCC(=O)N1CCN(C(=O)c2nc3cccnc3n(C3CCCC3)c2=O)CC1
 : -19%, 7%, -7, i, ·, -4%, 10%
Fc1ccc(-c2cn3cc(Cc4ccccc4)sc3n2)cc1
 : ·, 2%, -5, ·, ·, ·, -74%
CCCOc1ccc(C(=O)N2C[C@H](c3cccc(OC)c3)[C@@H](N)C2)cc1Cl
 : ?, -6%, 6, -6%, 8%, ?, 8%
CC1(C)[C@H]2CC[C@@H](CNC(=O)c3ccc(Cl)cc3)[C@@H]1C2
 : 40µM*, -26%[87.6 µM], 1, i, -19%[172 µM], ?, ?
CNC(=O)N1CCC(C2CCN(Cc3cc(F)c(F)c(F)c3)C2)CC1 (configuration not stated)
 : -10%, -19%[12.5 µM], -4, i, 3%, -10%, -3%
COCCN1CCCC(c2[nH]ccc2C(=O)NCCn2cccn2)C1 (configuration not stated)
 : 5%, -1%[12.5 µM], 7, 5%, -5%, i, ?
Cc1ccc(CNC(=O)CC2CCCN(c3cn[nH]c(=O)c3)C2)cc1 (configuration not stated)
 : 2%, 2%, 43, i, -1%, 7%, 44%[activator]

New compounds follow.
Every second line gives: NIH3T3 tox, HEK293 viab, IP6K1 inh, GPT2 inh, FLuc inh, HEK cytotox, SNCA expr inh
O=C(NCc1ccc(Cl)cc1)C1CCN(c2nccc(Nc3ccccc3F)n2)CC1
 : 28µM*, 3%[12.5 µM], 11, 4%, ·, 18µM*, ?
COc1cccc(CNC(=O)c2ccc(-c3nc(COc4ccccc4)c(C)o3)cc2)c1
 : ·, -5%, 3, ·, ·, ·, 16%
O=C(Nc1cc(-c2ccccn2)nn1-c1ccccc1)C1CC1
 : -9%[138 µM], -6%[87.6 µM], -9, 2%[88.5 µM], ·, -5%[172 µM], -27%[87.6 µM]
Cc1ccc2nc(NC(=O)CSc3nccn3Cc3ccc(F)cc3)sc2c1
 : ·, 4%, -13, ·, ·, ·, -22%
O=C(NC1CCCCC1)[C@@H]1C[C@@H](O)CN1C1CCN(C(=O)c2cccnc2)CC1
 : 5%, 6%, 9, -15%, 0%, -2%, 0%
CCCn1c(-c2ccc(S(=O)(=O)N3CCOCC3)cc2)csc1=Nc1ccc(OCC)cc1
 : ·, -4%, 29, ·, ·, ·, 24%
CC(C)OCCCNc1nc2c([S+](=O)([O-])c3ccc(Cl)cc3)nnn2c2ccccc12
 : i, 3%, -2, 3%, ·, i, -5%
COc1cccc(C(=O)N2CCC[C@H]2c2nc(-c3ccccc3Cl)no2)c1
 : -19%, -6%, 16, i, -8%, ?, -9%
CCCNC(=O)O[C@@H]1CC[C@]2(C)C(CC[C@@H](O)[C@H]2CC(=O)NCc2ccc3c(c2)OCO3)[C@]1(C)CO (some centres not stated)
 : -9%, 1%, -7, 0%, 9%, 0%, 1%
CC(C)Cn1cnc2cccnc21
 : -3%[174 µM], 1%[87.6 µM], 18, i, 2%[230 µM], 2%[230 µM], 0%[87.6 µM]

(listing goes on)
Every second line gives: NIH3T3 tox, HEK293 viab, IP6K1 inh, GPT2 inh, FLuc inh, HEK cytotox, SNCA expr inh
COC(=O)CC[C@H](NC(=O)[C@H](CC(C)C)NC(=O)OCc1ccccc1)C(=O)N[C@@H](Cc1cnc[nH]1)C(=O)N[C@@H](CC(=O)OC)C(=O)CF
 : ·, -2%[12.5 µM], 1, -2%[11.5 µM], ·, ·, ·
O=C(C1CCCC1)N1CCC(C(=O)N2CCC(c3nc4ccncc4[nH]3)C2)CC1 (configuration not stated)
 : -12%, 13%, -9, i, ·, -4%, 29%
COc1cccc2c1cc1c(=O)n(CC(=O)N3CCN(c4ccc(Cl)cc4)CC3)nc(C)n12
 : ·, -1%, -8, ·, ·, ·, 6%
O=C(Cc1ccccn1)NCCNC(=O)c1ccc(-c2cncnc2)cc1
 : ?, ·, 4, ·, ·, 89µM*, ·
O=c1[nH]c(N2CCOCC2)nc2c1CCN(Cc1ccc(F)cc1F)CC2
 : -18%, -13%, 2, i, -5%, -6%, -24%
CC(=O)Oc1ccccc1C(=O)O
 : ·, -6%, 20, 4%&5%&2%, ·, ·, ?
O=C(c1ccc(N2CCC(NCc3cc(C(F)(F)F)ccc3F)CC2)cc1)N1CCCC(CO)C1 (configuration not stated)
 : -13%, -12%, 11, 2%, -4%, -1%, 4%
Cn1c(CNC(=O)C2CCN(c3cn[nH]c(=O)c3)C2)nc2ccccc21 (configuration not stated)
 : ?, 0%, 41, i, 6%, ?, 7%
